High-throughput results as filed in PubChem BioAssay.
Ub-GFP proteasome: inhibits proteasome, raising ubiquitin-GFP reporter fluorescence; Ubiquitin-GFP reporter cells, proteasome inhibition, GFP fluorescence; response scale: untreated = 0%, 10 µM MG-132 = 100%; Potency, µM (doses to about 45.9 µM), for the others: at the highest dose activation (GFP accumulation), hits mostly activators; 67,000 tested, under 10 active; AID 526; active = well fitted activation curve with a large enough effect, not every such curve was filed as active; inconclusive = small, poorly fitted or top-dose-only effect, or another doubt; inactive = no such curve, though single readings can be large or run the other way; note: potency is the fitted concentration of half-maximal effect
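Proteasome blockade was scored as a rise in GFP-expressing U2OS cells carrying a ubiquitin(G76V)-GFP construct, imaged after 4 hr compound treatment at 37 °C across a 46 uM–2.9 nM series.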
BRCT inh green: blocks human BRCA1 BRCT binding to phosphopeptide, green readout. P38398. BRCA1 BRCT-phosphopeptide binding, green fluorescence polarization. Potency, µM (highest dose often 76.9 µM), for inactives: at the top dose activity change, negative = inhibition, usual class: inhibitors. 0.05% of 75,000 active. AID 875;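 note: potency is the fitted concentration of half-maximal effect; plate controls were peptide without protein for full effect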
Target sequence (P38398 whole entry, looked up): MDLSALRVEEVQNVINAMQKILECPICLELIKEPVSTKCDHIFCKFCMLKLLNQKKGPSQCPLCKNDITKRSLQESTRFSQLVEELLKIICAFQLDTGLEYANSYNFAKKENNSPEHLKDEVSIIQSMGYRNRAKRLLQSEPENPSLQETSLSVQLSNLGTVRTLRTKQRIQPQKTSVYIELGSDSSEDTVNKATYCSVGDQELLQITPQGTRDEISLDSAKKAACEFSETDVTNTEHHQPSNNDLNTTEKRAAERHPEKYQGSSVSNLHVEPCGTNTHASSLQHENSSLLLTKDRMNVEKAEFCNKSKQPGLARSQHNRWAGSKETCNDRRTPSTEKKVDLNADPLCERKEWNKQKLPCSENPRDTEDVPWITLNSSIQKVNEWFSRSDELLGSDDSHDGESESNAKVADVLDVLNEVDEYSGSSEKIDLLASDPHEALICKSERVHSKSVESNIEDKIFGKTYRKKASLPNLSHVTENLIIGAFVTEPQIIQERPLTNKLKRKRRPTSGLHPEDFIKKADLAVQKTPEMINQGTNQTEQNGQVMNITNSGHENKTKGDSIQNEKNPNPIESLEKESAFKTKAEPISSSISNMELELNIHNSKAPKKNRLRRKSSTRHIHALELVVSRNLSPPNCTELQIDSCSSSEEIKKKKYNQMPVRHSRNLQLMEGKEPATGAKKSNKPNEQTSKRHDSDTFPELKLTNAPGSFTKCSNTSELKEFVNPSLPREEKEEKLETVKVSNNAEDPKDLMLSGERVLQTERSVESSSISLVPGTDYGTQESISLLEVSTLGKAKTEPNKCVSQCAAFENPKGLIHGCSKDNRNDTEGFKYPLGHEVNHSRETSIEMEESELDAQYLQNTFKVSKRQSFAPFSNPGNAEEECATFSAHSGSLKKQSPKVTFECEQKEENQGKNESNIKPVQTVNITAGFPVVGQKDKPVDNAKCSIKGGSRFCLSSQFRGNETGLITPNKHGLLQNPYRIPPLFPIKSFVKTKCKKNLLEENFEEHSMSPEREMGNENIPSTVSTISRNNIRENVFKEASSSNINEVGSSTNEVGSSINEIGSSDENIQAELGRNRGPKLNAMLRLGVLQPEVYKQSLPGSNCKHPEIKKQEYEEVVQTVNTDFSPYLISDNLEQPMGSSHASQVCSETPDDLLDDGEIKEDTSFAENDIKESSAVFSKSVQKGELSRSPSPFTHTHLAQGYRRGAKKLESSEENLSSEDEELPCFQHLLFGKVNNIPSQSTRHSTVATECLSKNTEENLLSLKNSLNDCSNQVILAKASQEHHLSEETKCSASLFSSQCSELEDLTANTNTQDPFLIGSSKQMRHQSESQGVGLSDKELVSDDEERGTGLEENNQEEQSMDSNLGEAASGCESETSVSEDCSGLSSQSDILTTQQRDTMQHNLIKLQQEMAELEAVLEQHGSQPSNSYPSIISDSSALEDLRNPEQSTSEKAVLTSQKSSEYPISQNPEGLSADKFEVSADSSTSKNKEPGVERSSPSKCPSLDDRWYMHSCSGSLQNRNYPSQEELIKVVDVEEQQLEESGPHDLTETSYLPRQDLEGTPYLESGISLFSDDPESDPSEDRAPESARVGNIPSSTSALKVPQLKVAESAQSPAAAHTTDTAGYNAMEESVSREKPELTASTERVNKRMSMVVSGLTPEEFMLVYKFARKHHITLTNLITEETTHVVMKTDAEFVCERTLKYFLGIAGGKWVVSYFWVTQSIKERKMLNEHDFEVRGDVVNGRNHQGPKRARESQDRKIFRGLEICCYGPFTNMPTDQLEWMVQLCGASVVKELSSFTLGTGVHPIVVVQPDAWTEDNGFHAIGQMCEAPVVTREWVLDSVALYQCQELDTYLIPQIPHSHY
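Compounds were incubated for 12 min at room temperature with a complex of 100 nM fluorescein-tagged pBACH1 decapeptide and 250 nM His-tagged BRCT protein. Buffer was phosphate pH 7.3 with EDTA, DTT and Tween 20. Disruption of binding lowers the polarization signal.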
15-hLO inh: blocks human 15-lipoxygenase activity; P16050; purified 15hLO-1, xylenol orange hydroperoxide absorbance; Potency, µM (series often up to 57.1 µM), without a hit: at the top dose activity change, negative = inhibition, usual class: inhibitors; 1.4% of 74,000 active; AID 887; note: potency is the fitted concentration of half-maximal effect; % is set by controls: 0 for no effect and ±100 for the full control effect; nearly all actives have a fitted effect of over 55% in size
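Purified human 15hLO-1 (40 nM final) in 25 mM Hepes pH 7.5, 0.01% Triton X-100 was preincubated with compound 15 min at room temperature, then reacted 6 min with 50 uM arachidonic acid; hydroperoxide detected by Fe-XO, 573/405 nm absorbance ratio.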
GFP derepression: derepresses silenced GFP locus in mouse C127i cells; mouse C127i GFP locus derepression, cytometry, 30 h; Potency, µM (titrated, usually from 46.1 µM), without a hit: top-dose GFP derepression (activation); 0.09% of 68,000 active; AID 597; note: % of control where 0% means no effect
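Read-out is the number of GFP-positive cells, scored as fluorescent objects 20 to 120 um wide, reflecting derepression of a silenced CMV-GFP reporter in murine C127i cells after 30 h compound exposure at 37 C.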
HBB splicing: hemoglobin beta splicing modulation; Potency, µM (doses to about 46.1 µM), inactives show top-dose activation, actives largely listed as activators; HBB splicing reporter cell assay, activation; EGFP reporter with mutant IVS2-654 intron; response scale: normalised to 500 nM splice-correcting PNA; 0.06% of 65,000 active; note: potency is the fitted concentration of half-maximal effect; 0% is about no effect
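HeLa cells stably expressing EGFP interrupted by mutant beta-globin intron 2 (IVS2-654), 500/well in 2% FCS. Treated with compound for 2 days at 37C. Splicing correction scored as total well GFP intensity (488 nm excitation, 500-520 nm emission); 500 nM antisense PNA served as control.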
DNA Pol III inh: inhibitors of bacterial DNA polymerase III holoenzyme; reconstituted DNA polymerase III holoenzyme replication, biochemical; Potency, µM (doses to about 57.1 µM), for the others: at the highest dose activity change, negative = inhibition; 0.25% of 71,000 active; AID 603; note: potency is the fitted concentration of half-maximal effect; % is set by controls: 0 for no effect and ±100 for the full control effect
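Reconstituted *E. coli* holoenzyme (0.35 nM Pol III, 1 nM beta, 154 nM SSB, 2 nM primase) was preincubated with compound for 15 min at RT. Synthesis on 1.4 nM ssM13Gori ran 35 min, then was stopped with PicoGreen/EDTA and read as dsDNA fluorescence.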
BRCT inh red: BRCT-phosphoprotein interaction inhibition (red fluorophore); P38398; BRCT-phosphopeptide binding, red fluorescence polarization; Potency, µM (series often up to 76.9 µM), for inactives: at the highest dose activity change, negative = inhibition, usual class: inhibitors; 0.03% of 75,000 active; note: % is set by controls: 0 for no effect and ±100 for the full control effect
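Rhodamine-labelled pBACH1 10-mer (100 nM) bound to BRCT domain (100 nM) at pH 7.3; compounds incubated 12 min room temperature, polarization read. Free peptide defines full inhibition; unlabelled decapeptide titrated as control.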
A350 fluor: compounds fluorescent in Alexa 350 spectral region. Compound autofluorescence, 340/450 nm, Alexa 350 dye-equivalents; stronger effect = higher value. max dye-equivalent concentration, M. 11% of 59,000 active. AID 590; in the data active = max dye-equivalent concentration above about 10 nM; inconclusive = mostly about 1.1 nM to 9.6 nM
Hsp90 Hop PPI: changes Hsp90-Hop TPR2A binding signal, up or down. 0.44% of 71,000 active. Potency, µM (titrated, usually from 57 µM), for inactives: top-dose activity change, negative = inhibition. AID 595. AlphaScreen TPR2A-His6 binding biotin-Hsp90 C-terminal peptide; active = well fitted curve in either direction with a large enough effect; inconclusive = small, poorly fitted or top-dose-only effect, or another doubt; note: potency is the fitted concentration of half-maximal effect; % is set by controls: 0 for no effect and ±100 for the full control effect; many of its hits are not listed in these tables
CRE Fsk mod: alters forskolin-stimulated CRE reporter signaling in CHO cells; CHO CRE-bla reporter (cAMP response element driving beta-lactamase), forskolin EC10, beta-lactamase ratio; Potency, µM (doses to about 38.2 µM), without a hit: top-dose activity change, negative = inhibition, actives largely listed as activators; 2.5% of 71,000 active; active = well fitted activation curve with a large enough effect in the signal ratio, with a control signal flat, not every such curve was filed as active; inconclusive = small, poorly fitted or top-dose-only effect, or effect the other way, or a change in a side signal; the % refers to the signal ratio; note: potency is the fitted concentration of half-maximal effect; % of control where 0% means no effect
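CRE-bla CHO cells stimulated with EC10 NKH 477 (water-soluble forskolin) and compound titrations, 3 h at 37C; beta-lactamase read with CCF4 after 2 h at room temperature. Activity from 460/530 nm emission ratio, AC50 values for positive or negative modulation.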
4-MU autofl: 4-MU region autofluorescence; compound autofluorescence, 340/450 nm, 4-MU equivalents; stronger effect = higher value; max dye-equivalent concentration, M; 11% of 59,000 active; AID 589; in the data active = max dye-equivalent concentration above about 10 nM; inconclusive = mostly about 1.1 nM to 9.6 nM
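Compounds in 100 mM Tris, pH 8.0, incubated 15 min at room temperature, then fluorescence read at 340 nm excitation/450 nm emission. Signal converted to 4-MU dye-equivalent concentration using an on-plate six-point 4-MU standard curve.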
Starred values were filed as active, the others as inactive; i = inactive; u = inconclusive; x = no result given; [ ] = another dose, or the depositor's remark. Unless noted, calls come from the whole dose curve; as a rule, active = well fitted curve in the direction sought with a large enough effect; inconclusive = small, poorly fitted or top-dose-only effect, or another doubt; inactive = no such curve, though single readings can be large; an effect the other way counts as inactive or inconclusive.

Compound | Ub-GFP proteasome | BRCT inh green | 15-hLO inh | GFP derepression | HBB splicing | DNA Pol III inh | BRCT inh red | A350 fluor | Hsp90 Hop PPI | CRE Fsk mod | 4-MU autofl
CCn1c2ccccc2c2nnc(SCC(=O)NCc3cccs3)nc21 | -3% | -0.7% | -16% | -4% | 0.0%[57.5 µM] | 0% | 0.5% | i | -2% | 10µM* | i
CCC1Sc2ccccc2N(CC(=O)NC2CCCC2)C1=O (configuration not stated) | 5% | 0.9% | 1% | 3% | 2.2% | 2% | -1.3% | i | 0% | 9% | i
CC1Cc2nc(SCC(=O)NCc3ccco3)n(Cc3ccccc3)c(=O)c2S1 (configuration not stated) | -4% | -2.5% | -5% | x | -0.4% | -18% | 1.3% | x | -21% | 10µM* | x
COc1ccc(-c2nnc(SCc3nnc(-c4ccc(Cl)cc4)o3)n2-c2ccccc2)cc1 | -3% | 1.3% | -15% | 1% | 0.0%[57.5 µM] | 0% | -1.2% | i | 0% | -13% | i
CCOC(=O)C1C(c2ccc3c(c2)OCO3)NC(=O)NC1(O)C(F)(F)F (configuration not stated) | 7% | -0.8% | 1% | 0% | -0.4% | 4% | -2.9% | i | 1% | -4% | i
O=C(CSc1ncn[nH]1)NCCOc1ccccc1 | 23% | -0.5% | 16% | -2% | 0.6% | -3% | 1.3% | x | -2% | -10% | x
CCN1CCN(Cc2nc3c(c(=O)n(C)c(=O)n3C)n2Cc2ccc(Cl)cc2Cl)CC1 | -1% | -1.0% | 39%[activator] | x | -0.9% | -7% | 0.8% | x | -28% | 0% | x
c1ccc(CCc2nn3c(C4COc5ccccc5O4)nnc3s2)cc1 (configuration not stated) | -7% | 2.4% | u | 10% | -0.9% | -6% | -0.7% | i | 2% | 15% | i
COCCNC(=O)CCc1nc(-c2ccccc2)no1 | 9% | -3.9% | -1% | 0% | 2.1%[1.84 µM] | 0% | 0.7% | i | -1% | 33% | i
CC(C)n1nnnc1SCC(=O)NCc1cccs1 | 3% | -4.7% | 16% | 1% | 1.3% | -2% | -0.5% | i | -1% | u | i
CCCc1ccc(OCc2nc(-c3ccc(NC(=O)c4ccco4)cc3)no2)cc1 | 6% | 0.9% | 0% | 3% | -0.8% | -5% | 0.0% | i | -3% | u | i
Fc1ccc(Br)cc1C1C=C(c2cccnc2)Nc2ncnn21 (configuration not stated) | -13% | -4.3% | -13% | -2% | -0.5% | 8% | 0.7% | x | -10% | u | x
CCC(C)(C)n1nnnc1C(c1cccs1)N1CCN(c2nc3ccccc3s2)CC1 (configuration not stated) | 4% | -0.9% | -8% | 2% | x | -3% | 0.5% | i | 2% | 13% | i
COc1ccc(-n2c(=O)c(-c3ccc(Cl)cc3)nc3cnc(N4CCNCC4)nc32)cc1 | -4% | 0.8% | 1% | 12%[9.22 µM] | 0.2% | -10% | 1.8% | u | 5% | u | u
Cc1nn(CCC#N)c2nc(C(F)(F)F)[nH]c(=O)c12 | -1% | -0.4% | -3% | 2% | -0.3%[57.5 µM] | 10% | 1.3% | i | 1% | -8% | i
COC(=O)c1ccc(C(=O)OC)c(NC(=O)CCC(=O)O)c1 | -7% | 0.4% | 10% | -6% | -0.5% | -11% | 0.9% | x | -1% | 4% | x
FC(F)(F)c1ccccc1-c1nccc(NCc2cccs2)n1 | 8% | -2.2% | -13% | -2%[9.22 µM] | -1.1% | -8% | -1.8% | i | 17% | -12% | i
c1ccc(CCCNc2ncnc3nc[nH]c23)cc1 | 1% | -0.9% | -19% | x | 0.9% | -6% | -1.6% | x | 6% | 7.9µM* | x
COc1ccc(Oc2ncc3nc(C)c(=O)n(-c4ccc(OC)cc4)c3n2)cc1 | -2% | 1.4% | -14% | -2%[9.22 µM] | -2.1% | -4% | 0.7% | i | -3% | u | i
CNc1ncnc2ccc(-c3ccccc3OC)cc12 | 1% | 2.0% | -13% | 5%[9.22 µM] | 0.0% | -5% | -1.0% | i | -3% | u | i
O=C(CSc1nnc(Cn2nnc(-c3ccccc3)n2)n1-c1ccccc1)Nc1ccccc1 | -6% | 0.6% | -2% | 0% | x | 7% | -0.6% | i | 2% | 7% | i
C[C@@H]1CCC[C@H](C)N1 | 5%[20.5 µM] | -1.9%[34.4 µM] | 6%[25.6 µM] | 0%[20.6 µM] | 1.3%[20.6 µM] | -3%[25.6 µM] | 1.9%[34.4 µM] | i | -2%[26 µM] | 4%[17.1 µM] | i
Cc1ccc(SCCNS(=O)(=O)c2ccc(F)cc2)cc1 | 9%[9.17 µM] | -0.6% | -12%[11.4 µM] | 0% | -0.3%[0.0738 µM] | 2%[11.4 µM] | -1.5% | x | -2%[11 µM] | u | x
c1cc(C(c2nnnn2C2CCCCC2)N2CCN3CCCC3C2)ccn1 (configuration not stated) | 2% | 2.0% | 5% | -3% | 0.2%[57.5 µM] | -5% | 0.1% | i | -2% | -5% | i
O=C(OCCN=C1NS(=O)(=O)c2ccccc21)C1CC(=O)N(c2ccc(Cl)cc2)C1 (configuration not stated) | -3%[9.17 µM] | 0.0% | -14%[11.4 µM] | -2% | -1.0%[0.0738 µM] | -3%[11.4 µM] | -1.6% | x | -4%[11 µM] | u | x
Cc1cccc(C)c1NC(=O)CSc1nnc(CCCCCNC(=O)OC(C)(C)C)o1 | 2% | -0.4% | 4% | -2% | -1.3%[57.5 µM] | -1% | -0.6% | i | 2% | -3% | i
CC1(O)c2ccccc2C(=O)N1CCc1ccccc1F (configuration not stated) | 0% | -1.2% | 2% | 0% | -0.6% | -1% | -1.7% | i | 0% | -10% | i
Cc1nnc2ccc(N3CCN(c4ccccn4)CC3)nn12 | 0% | -1.2% | 0% | x | -0.7% | -18% | -0.8% | x | -4%[2.3 µM] | u | x
CC(C)(C)NC(=O)C1CN(S(=O)(=O)c2ccccc2)CCN1S(=O)(=O)c1ccccc1 (configuration not stated) | -8% | -0.8% | 6% | -3% | -2.1% | 0% | -0.5% | x | -3% | -5% | x
O=C(c1ccco1)N1CCN(CC(=O)N2c3ccccc3CCc3ccccc32)CC1 | -2% | 2.1% | -8% | 2% | 2.9%[57.5 µM] | 4% | -3.4% | i | -2% | -7% | i
CCCNC(=O)Cc1ncn[nH]1 | -5% | -0.7% | 4% | 6% | -0.4% | -1% | -0.2% | i | -6% | -3% | i
COc1ccc2nc(NC(=O)C3CCN(S(=O)(=O)c4cccc5nsnc45)CC3)sc2c1 | -7% | 0.6% | -15% | -1% | -1.4% | 12% | -0.7% | i | -18% | u | i
O=C(CS(=O)(=O)c1ccccc1)c1ccc2c(c1)OCCO2 | 0% | -3.6% | 1% | -3% | 0.5% | -10% | -0.2% | u | -3% | -9% | i
Cc1cccc(NS(=O)(=O)c2ccc(C)c(C(=O)OCC(=O)Nc3cc(C)on3)c2)c1 | -4% | -2.4% | -14% | 0% | 0.0%[57.5 µM] | -2% | -2.6% | i | -2% | u | i
N#Cc1c(N)nc2c(c1-c1ccncc1)CCCC2 | 4% | 2.1% | 21% | 0% | -0.5%[57.5 µM] | 1% | 0.2% | 2.2e-07M* | -2% | u | 1.7e-07M*
Cc1cc(C)c(S(=O)(=O)N2CCCCC2)c(C)c1-n1ncnn1 | -2% | 1.0% | 0% | 0% | -1.9% | 1% | -1.0% | i | -5% | -12% | i
O=C(Nc1ccc2c(c1)ncn2C1CCCCC1)c1ccco1 | x | 0.6% | 3% | -2% | -1.1%[0.369 µM] | 2% | 0.0% | i | -3% | u | i
Cc1ccc2oc(=O)c3cnn(CC(=O)N(CCCN4CCOCC4)Cc4ccco4)c3c2c1 | 2% | 2.0% | 2% | 7% | -0.1% | -3% | -0.6% | x | -4% | -4% | x
CCCC(=N)C1=C(O)CC(CC(C)SCC)CC1=O (configuration not stated) | -10% | -2.0% | 3% | -2% | 0.8% | -3% | -1.0% | x | -4% | 12% | x
CCCn1c(N)c(C(=O)CSc2nnc(Cc3ccccc3)o2)c(=O)n(C)c1=O | -2% | -0.4% | 8% | 1% | -0.2%[57.5 µM] | u | -1.7% | i | 1% | -9% | i
CC1C(C#N)=C(N)OC2=C1C(=O)CCC2 (configuration not stated) | 8% | -1.7% | 5% | 0% | 3.6%[57.5 µM] | 4% | 0.9% | u | -2% | -4% | i

Quoted at random: two compounds from above
Compound | Ub-GFP proteasome | BRCT inh green | 15-hLO inh | GFP derepression | HBB splicing | DNA Pol III inh | BRCT inh red | A350 fluor | Hsp90 Hop PPI | CRE Fsk mod | 4-MU autofl
O=C(CS(=O)(=O)c1ccccc1)c1ccc2c(c1)OCCO2 | 0% | -3.6% | 1% | -3% | 0.5% | -10% | -0.2% | u | -3% | -9% | i
CCCn1c(N)c(C(=O)CSc2nnc(Cc3ccccc3)o2)c(=O)n(C)c1=O | -2% | -0.4% | 8% | 1% | -0.2%[57.5 µM] | u | -1.7% | i | 1% | -9% | i
